hIAP inh: human IAP inhibition; purified IAP, CDP-Star luminescence, 30 min; AID 2544; inhibition, % at 10 µM; 0.12% of 330,000 active;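 active = inhibition reaching a set limit with compound at 10 µM in the primary screen, cut at about 35% in these data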;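 also: plate controls were DMSO wells with enzyme for no effect and no-enzyme buffer wells for full effect; values of inactives mirror those of a sister screen read the other way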
mIAP activ: mouse IAP activation. activation factor at 10 µM. muIAP, CDP-Star luminescence, 30 min; hits give high values; 1 = vehicle-only enzyme signal, 0 = enzyme-free wells. 0.24% of 330,000 active;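 active = activation factor of at least 2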; also: the source names both 10 and 20 µM as test concentration; values of inactives mirror those of a sister screen read the other way
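Assay system: mouse IAP enzyme; reagent: chemiluminescent substrate CDP-Star; dosing: test compounds delivered from DMSO solution; schedule: 30 min at room temperature; measured by: luminescence from enzymatic CDP-Star hydrolysis; controls: DMSO-only wells and no-enzyme negative control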
A3G deaminase: inhibitors of human APOBEC3G DNA deaminase; Q9HC16; recombinant A3G, ssDNA deamination FAM/TAMRA fluorescence; inhibition, % at 20 µM; 0.28% of 330,000 active; AID 493012;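 active = inhibition of at least 40% at 20 µM, with no more than 30% in the related APOBEC3A deaminase screen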;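 also: plate controls were DMSO wells with A3G for no effect and wells lacking A3G enzyme for full effect; some compounds called inactive have numbers as strong as hits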
Target sequence (Q9HC16 whole entry, looked up): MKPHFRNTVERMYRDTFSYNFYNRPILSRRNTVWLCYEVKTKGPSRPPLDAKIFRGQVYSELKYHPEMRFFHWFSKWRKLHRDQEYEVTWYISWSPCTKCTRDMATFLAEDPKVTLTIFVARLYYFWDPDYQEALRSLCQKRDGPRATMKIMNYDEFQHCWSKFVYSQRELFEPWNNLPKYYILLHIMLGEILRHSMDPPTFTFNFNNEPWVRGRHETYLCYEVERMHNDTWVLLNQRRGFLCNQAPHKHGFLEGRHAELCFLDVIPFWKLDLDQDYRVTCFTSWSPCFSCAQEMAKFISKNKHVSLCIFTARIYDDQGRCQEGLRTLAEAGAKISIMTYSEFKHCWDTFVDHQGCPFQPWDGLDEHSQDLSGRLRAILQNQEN
hIAP activ: human IAP activation | P09923 | purified human IAP, CDP-Star luminescence, 30 min; hits give high values; 1 = vehicle-only enzyme, 0 = enzyme-free background | activation factor at 10 µM | 0.16% of 330,000 active;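 active = activation factor of the enzyme at least 2-fold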; also: the source names both 10 and 20 µM as test concentration; values of inactives mirror those of a sister screen read the other way
MPTP inh: inhibitors of mitochondrial permeability transition pore. AID 602449. isolated mouse mitochondria, Ca2+ swelling absorbance, 30 min. inhibition, % at 10 µM. 1.4% of 360,000 active;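 active = inhibition of 50% or more, scaled per plate between neutral and stimulator controls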;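 also: 0% = DMSO wells given calcium and 100% = 1 mM EGTA wells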
mIAP block: mouse IAP inhibition | purified mouse IAP, CDP-Star luminescence, 30 min | inhibition, % at 10 µM | 0.2% of 330,000 active | AID 2806;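 active = inhibition of at least 40% at 10 µM in the primary screen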;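 also: plate controls were DMSO with enzyme for no effect and no enzyme wells for full effect; values of inactives mirror those of a sister screen read the other way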
MIN6 prolif: MIN6 beta-cell proliferation induction. MIN6 cells proliferation, ATPlite luminescence, 48 h; cells starved in 0.2% serum; 100% = growth in 10% serum. 0.29% of 330,000 active. proliferation, % at 10 µM;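 active = compounds whose signal lies at least 3.5 SD above the mean of all wells on their plate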;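 also: 0% = DMSO-treated cells in low-serum medium and 100% = 10% serum control; some compounds called inactive have numbers as strong as hits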
APOBEC3A inh: blocks human APOBEC3A ssDNA deamination | P31941 | recombinant A3A, FAM/TAMRA ssDNA deamination fluorescence | inhibition, % at 20 µM | 0.41% of 330,000 active;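 active = at least 40% inhibition at 20 µM here, with at most 30% in a related deaminase screen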;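 also: plate controls were A3A with DMSO for no effect and wells lacking A3A enzyme for full effect; some results filed as inactive read as strong as hits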
Target sequence (P31941 whole entry, looked up): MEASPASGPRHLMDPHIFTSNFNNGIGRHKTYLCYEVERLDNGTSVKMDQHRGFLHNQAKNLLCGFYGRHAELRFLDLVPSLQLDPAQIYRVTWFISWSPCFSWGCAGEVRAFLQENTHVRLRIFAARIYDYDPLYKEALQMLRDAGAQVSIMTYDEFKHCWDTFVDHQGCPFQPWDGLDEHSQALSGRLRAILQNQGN
NR3A LBD binder: NR3A (human) ligand-binding domain modulation; NR3A LBD differential scanning fluorimetry, Tm shift; 0% = protein alone, 100% = glycine-bound protein; Tm shift relative to glycine control, % at 25 µM; 2.5% of 340,000 active; AID 1259313;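 active = melting temperature shift of at least 10% of the positive control shift, at one fixed dose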
Active calls of the source: *; / = no result given.

1. CN1CCN(C2=Cc3ccccc3Sc3cc(F)c(Cl)cc32)CC1
2. CC(Oc1ccccc1)C(=O)N1CCN(c2ccc(N3CCOCC3)nn2)CC1 (stereo unspecified)
3. COc1ccc(OC)c(NC(=O)c2nnn(CCc3ccccc3)c2N)c1
4. CN(CCN1CCc2ccccc2C1)Cc1nc(-c2ccc3c(c2)OCO3)no1
5. O=C(Cc1cc(=O)[nH][nH]1)N/N=C/c1c(F)cccc1Cl
6. O=C(NCc1ccco1)c1cccc(NS(=O)(=O)c2ccccc2F)c1
7. CSc1ccc(CN2CCC(n3nccc3NC(=O)CCCc3ccccc3)CC2)cc1
8. CCN1C(=O)C(c2ccc(O)cc2)(c2ccc(O)cc2)c2ccccc21
9. Nc1cc(C(=O)OCC(=O)NNC(=O)c2ccccc2)ccc1Cl
10. CCCCNC(=O)c1cc2c(=O)n3cccc(C)c3nc2n(Cc2ccncc2)c1=N

assay / compound,1,2,3,4,5,6,7,8,9,10
hIAP inh,3,-4,-7,5,5,10,-84,8,-12,6
mIAP activ,0.94,1.1,0.86,0.98,1,0.96,2.7*,1,0.89,0.94
A3G deaminase,-1,-5,-1,-1,0,-9,-8,-1,-5,-2
hIAP activ,0.97,1,1.1,0.95,0.95,0.9,1.8,0.92,1.1,0.94
MPTP inh,32,-2.2,-0.7,-0.8,-2.3,-1.3,0.8,-0.3,-0.8,-0.6
mIAP block,6,-8,14,2,-2,4,-171,-2,11,6
MIN6 prolif,-3,-5,-2,-1,-1,-1,-7,-1,0,0
APOBEC3A inh,7,-1,1,0,1,-2,-8,3,5,2
NR3A LBD binder,4,1,2,-2,-1,-2,1,2,0,-2

11. COc1ccc([C@@H]2[C@@H]3C(=O)N(C(C)(C)C)C(=O)[C@@H]3[C@]3(Cc4ccccc4)C(=O)N(c4cccc(C)c4)C(=O)N23)cc1
12. CCOc1cc(CNC2CCCC2)cc(Cl)c1OCc1ccc(F)cc1
13. Cc1cc(N=Cc2cc(Cl)ccc2O)no1
14. CC(NCc1cccc(OCc2ccccc2)c1)C(O)c1ccccc1 (stereo unspecified)
15. CCOC(=O)C1CCN(C(=O)C2(NC(=O)Nc3ccc(F)cc3F)CCCCC2)CC1
16. S=c1[nH]nc(Nc2cccc3ccccc23)s1
17. O=C1Nc2ccccc2N=C(c2ccccc2)c2ccccc21
18. COc1ccccc1NC(=O)N(CCCN1CCOCC1)Cc1cc2cc3c(cc2[nH]c1=O)OCO3
19. Cc1ccc(NC(=O)c2c(C)nc(Nc3nc4ccccc4o3)nc2C)cc1
20. O=C(CN1CCN(S(=O)(=O)c2ccccc2)CC1)NC(=O)NC1CCCCC1

assay / compound,11,12,13,14,15,16,17,18,19,20
hIAP inh,24,-3,22,-15,2,19,-8,13,-50,-6
mIAP activ,1,0.97,1,1,1.1,0.87,1,0.99,1.1,0.91
A3G deaminase,-7,-5,-9,1,-13,15,-5,0,0,-6
hIAP activ,0.76,1,0.79,1.1,0.98,0.81,1.1,0.87,1.5,1.1
MPTP inh,-0.7,1.8,-0.5,9.4,-0.9,2.4,3.1,-3.9,-0.9,0.6
mIAP block,-3,3,-2,-2,-7,13,-1,1,-15,9
MIN6 prolif,-5,-4,-2,-6,7.6*,-2,-2,-3,-1,-1
APOBEC3A inh,1,3,-7,3,-3,-4,0,0,-2,3
NR3A LBD binder,0,-4,-1,0,1,0,-2,-1,3,-1

21. O=C(Cn1c(=O)oc2ccccc21)Nc1nc(-c2ccc(Br)cc2)cs1
22. CCOC(=O)C1(CC)NC(c2ccc(OC)c(OC)c2)C2C(=O)N(c3cccc(C(C)=O)c3)C(=O)C21 (stereo unspecified)
23. O=C(COCc1cc(-c2ccc3c(c2)OCO3)on1)N1CCN(c2ccc(F)cc2)CC1
24. CC1=CC(C)(C)N(C(=O)CCl)c2cc(C)ccc21
25. Cc1ccnc2nc(C(=O)Nc3ccc(N4CCOCC4)cc3)nn12
26. COc1ccc(CC(=O)OCC(=O)Nc2ccc(Cl)cc2C)cc1
27. Cc1cc(C)c(S(=O)(=O)Nc2ncn[nH]2)cc1C
28. CC(C)NCC(O)COc1ccc(CC(N)=O)cc1 (stereo unspecified)
29. CN(CC(=O)Nc1ccccc1Br)C(=O)c1ccc(COc2ccccc2)cc1
30. Nn1c(SCc2ccccc2)nnc1C1CCCCC1

assay / compound,21,22,23,24,25,26,27,28,29,30
hIAP inh,16,0,6,2,-21,9,9,6,10,1
mIAP activ,1.1,1,0.96,0.86,0.93,1,1,1.1,1,1
A3G deaminase,1,0,-3,-4,-4,-6,-7,-5,0,-5
hIAP activ,0.84,1,0.94,0.98,1.2,0.91,0.91,0.94,0.9,0.99
MPTP inh,17,-0.2,-0.9,-1.1,-0.7,2.2,-1.7,/,-1.8,-0.1
mIAP block,-8,-4,4,14,7,-2,-1,-7,0,0
MIN6 prolif,0,-2,-4,4,-3,-1,-3,1,-4,3
APOBEC3A inh,4,0,-3,1,-5,-5,2,-1,0,-2
NR3A LBD binder,15*,2,-3,-2,0,1,-1,3,6,1

Single values from above.
`CN(CC(=O)Nc1ccccc1Br)C(=O)c1ccc(COc2ccccc2)cc1` in NR3A LBD binder is entered as 6
`CC1=CC(C)(C)N(C(=O)CCl)c2cc(C)ccc21` in mIAP block is entered as 14
`Nn1c(SCc2ccccc2)nnc1C1CCCCC1` in mIAP activ is entered as 1
`S=c1[nH]nc(Nc2cccc3ccccc23)s1` in mIAP activ is entered as 0.87

Carrying on.
31. CN1CCN(c2ccc(S(=O)(=O)N3CCCCC3)cc2NC(=O)c2ccc(F)cc2F)CC1
32. CCN(CC)CCNC(=O)c1ccc2c(c1NCCO)C(=O)c1ccccc1C2=O
33. CCn1c(SCc2nc3ccccc3c(=O)[nH]2)nnc1-c1cccnc1
34. CCO/C=N/Nc1nc(C(F)(F)F)nc2c1cnn2Cc1ccccc1
35. C/C(CC(=O)Nc1cccc(Br)c1)=N\NC(=O)c1ccc(O)cc1O
36. COc1ccc(-n2nnnc2SC(C)C(=O)NCC(=O)Nc2ccc(F)c(F)c2F)cc1 (stereo unspecified)
37. CC(=O)Nc1ccc2nc(NC(=O)CCc3ccccc3)sc2c1
38. CCOC(=O)N1CCN(C(=O)c2ccc3[nH]c(C)c(C)c3c2)CC1
39. O=C(Nc1ccnn1C1CCN(Cc2cc3ccccc3[nH]2)CC1)C1CCOC1 (stereo unspecified)
40. CCCS(=O)(=O)NCCc1cc2cc(C)c(C)cc2[nH]c1=O

assay / compound,31,32,33,34,35,36,37,38,39,40
hIAP inh,15,3,3,-27,8,14,-7,11,-12,10
mIAP activ,1,0.89,0.98,0.95,0.94,0.97,1,1,0.98,0.99
A3G deaminase,-1,13,2,-5,-2,-6,-13,-10,1,0
hIAP activ,0.85,0.97,0.97,1.3,0.92,0.85,1.1,0.89,1.1,0.9
MPTP inh,-1.6,8.7,-1.4,3.2,4.7,4.2,-1.0,-0.9,-1.1,-0.8
mIAP block,-2,11,2,5,6,3,0,-3,2,0
MIN6 prolif,0,-4,-2,-6,-6,3,2,-2,-2,-3
APOBEC3A inh,-1,23,4,0,3,-1,-5,-6,2,2
NR3A LBD binder,-5,1,2,13*,0,0,22*,-1,/,-1

The final 2 compounds of the part above are carried over, then new ones follow:
39. O=C(Nc1ccnn1C1CCN(Cc2cc3ccccc3[nH]2)CC1)C1CCOC1 (stereo unspecified)
40. CCCS(=O)(=O)NCCc1cc2cc(C)c(C)cc2[nH]c1=O
41. O=C(NC1CCCC1)C(c1ccncc1)N(C(=O)c1csnn1)c1ccc(Cl)cc1 (stereo unspecified)
42. CC(C)CN1C(=O)c2ccccc2C1(O)Cc1ccccc1 (stereo unspecified)
43. Cc1c(Cl)cccc1NC(=S)N1CCN(C(=O)C2CCCO2)CC1 (stereo unspecified)
44. COc1cccc(/C=N/NC(=O)c2oc3nc(-c4ccccc4)cc(-c4ccco4)c3c2N)c1
45. COc1ccc(CCNC(=O)c2cc(S(=O)(=O)N3CCCCCC3)ccc2OC)cc1OC
46. Cc1cc[n+](CC(=O)c2ccc(NC(=O)c3ccccc3)cc2)c2ccccc12
47. CC1CCc2nc(NC(=O)CSc3nc4ccccc4o3)sc2C1 (stereo unspecified)
48. CCC(=O)Nc1ccc(C(=O)CSc2nnc(-c3ccc(O)cc3)n2CC2CCCO2)cc1OC (stereo unspecified)
49. Cc1cccc(NC(=O)CCN2CCC(C(N)=O)CC2)c1
50. Cc1ccc(NC(=O)COC(=O)CCc2ccccc2)cc1S(=O)(=O)N1CCOCC1

assay / compound,39,40,41,42,43,44,45,46,47,48,49,50
hIAP inh,-12,10,27,5,2,-4,1,16,5,14,-4,-11
mIAP activ,0.98,0.99,0.94,0.97,1,0.82,0.96,0.92,1,0.91,1.1,1.1
A3G deaminase,1,0,-7,1,-2,0,-6,-7,-6,-3,-6,-7
hIAP activ,1.1,0.9,0.73,0.95,0.98,1,0.99,0.84,0.95,0.86,1,1.1
MPTP inh,-1.1,-0.8,-1.9,-0.3,0.3,-0.1,-2.1,0.3,15,-1.1,-1.8,0.2
mIAP block,2,0,6,3,0,18,4,8,-1,9,-6,-11
MIN6 prolif,-2,-3,-2,2,0,0,1,0,-5,2,-2,-2
APOBEC3A inh,2,2,-3,2,0,-2,-2,-4,-4,0,-5,-5
NR3A LBD binder,/,-1,-3,1,-1,0,3,-1,-33,8,0,2

51. CCOc1ccccc1Nc1nnc(Cc2ccccc2Cl)c(=O)[nH]1
52. O=C1C=C(c2ccccc2)C[C@H](c2cccs2)[C@H]1n1nnc([N+](=O)[O-])n1
53. Nc1ccc2nc(SCc3cccc(F)c3)sc2c1
54. COC(=O)c1ccc(NC(=O)CSc2nc3[nH]ncc3c(=O)[nH]2)cc1
55. CCOC(=O)C1CCCN(C2CC(=O)N(c3cccc(C)c3)C2=O)C1 (stereo unspecified)
56. CCOc1cccc(NC(=O)CSc2nc(C)c3c(c2C#N)CCCC3)c1
57. CC1=NN(Cc2ccccc2)C(=O)/C1=C\c1ccc(N(C)C)cc1
58. CNc1c([N+](=O)[O-])cnn1-c1ccc(C)cc1
59. O=C1CCCc2ccccc2N1Cc1c(Cl)cccc1Cl
60. CCn1c(NC(=O)c2ccccc2F)c(-c2cccs2)c(=O)c2ccccc21
61. Cc1nn2cc(-c3ccc(-c4ccccc4)cc3)nc2s1

assay / compound,51,52,53,54,55,56,57,58,59,60,61
hIAP inh,1,-7,12,12,-6,8,37*,18,-17,-4,1
mIAP activ,0.87,0.91,0.96,0.94,0.94,0.97,0.77,1,1,1,0.93
A3G deaminase,-5,-2,-9,-3,-7,-9,-5,0,-4,-6,-6
hIAP activ,0.99,1.1,0.89,0.88,1.1,0.92,0.63,0.82,1.2,1,0.99
MPTP inh,28,2.9,0.3,-1.6,-0.4,-5.0,3.7,2.6,2.6,0.1,1.6
mIAP block,13,9,4,6,6,3,23,-4,-3,0,7
MIN6 prolif,-1,-3,-4,0,-1,-2,0,-1,-1,1,0
APOBEC3A inh,-5,2,-2,1,3,-3,-5,0,4,-4,-3
NR3A LBD binder,-4,-5,-9,14*,2,-3,-1,-3,-2,0,-1

Screens deposited in PubChem BioAssay by Sanford-Burnham Center for Chemical Genomics.

Hits appear at their usual frequency; about 5% have a hit in one of these screens.
